Source: PubChem BioAssay
GBA activity up = increases beta-glucosidase activity in Gaucher fibroblasts | P04062 | L444P Gaucher fibroblasts, 4-MU-glucoside fluorescence, 3 days | activation, % at 10 µM | 30,000 tested, 0.44% active; in the data active = activation above about 65%;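 note: 0% = vehicle wells and 100% = positive control wells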
* = called active by the depositor.

SMILES	GBA activity up
CCCOc1ccc2nc(NC(=O)OC)[nH]c2c1	-3
CCCC(=O)O[C@]1(C(=O)CCl)[C@@H](C)C[C@H]2[C@@H]3CCC4=CC(=O)C=C[C@]4(C)[C@@]3(F)C(=O)C[C@@]21C	-3
CCN(CCCCOC(=O)c1ccc(OC)c(OC)c1)C(C)Cc1ccc(OC)cc1 (stereo not drawn)	-54
CCCCCCCCCCCCCCCC(O)C(N)CO (stereo not drawn)	-82
CCCC(=O)O[C@]1(C(=O)COC(C)=O)CC[C@H]2[C@@H]3C[C@H](F)C4=CC(=O)C=C[C@]4(C)[C@@]3(F)[C@@H](O)C[C@@]21C	19
CC1(C)O[C@@H]2C[C@H]3[C@@H]4C[C@H](F)C5=CC(=O)C=C[C@]5(C)[C@@]4(F)[C@@H](O)C[C@]3(C)[C@]2(C(=O)CO)O1	-23
CCCCN(CCCC)CCCOC(=O)c1ccc(N)cc1	-37
COc1cc(C2Oc3cc(C4Oc5cc(O)cc(O)c5C(=O)C4O)ccc3OC2CO)ccc1O (stereo not drawn)	-31

Grouped by structure, those above with a halogen
SMILES	GBA activity up
CCCC(=O)O[C@]1(C(=O)CCl)[C@@H](C)C[C@H]2[C@@H]3CCC4=CC(=O)C=C[C@]4(C)[C@@]3(F)C(=O)C[C@@]21C	-3
CCCC(=O)O[C@]1(C(=O)COC(C)=O)CC[C@H]2[C@@H]3C[C@H](F)C4=CC(=O)C=C[C@]4(C)[C@@]3(F)[C@@H](O)C[C@@]21C	19
CC1(C)O[C@@H]2C[C@H]3[C@@H]4C[C@H](F)C5=CC(=O)C=C[C@]5(C)[C@@]4(F)[C@@H](O)C[C@]3(C)[C@]2(C(=O)CO)O1	-23

Not all compounds are listed. The share of hits here may be higher or lower than overall.
